GPR151 activ: human GPR151 activation | Q8TDV0 | PathHunter beta-arrestin GPR151 cells, luminescence | activation, % at 11.2 µM | hit rate 1% among 650,000 | AID 1508602; in the data active = activation above about 4.9%;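 note: 0% = median of compound wells and 100% = cells with positive control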
Target sequence (Q8TDV0 whole entry, looked up): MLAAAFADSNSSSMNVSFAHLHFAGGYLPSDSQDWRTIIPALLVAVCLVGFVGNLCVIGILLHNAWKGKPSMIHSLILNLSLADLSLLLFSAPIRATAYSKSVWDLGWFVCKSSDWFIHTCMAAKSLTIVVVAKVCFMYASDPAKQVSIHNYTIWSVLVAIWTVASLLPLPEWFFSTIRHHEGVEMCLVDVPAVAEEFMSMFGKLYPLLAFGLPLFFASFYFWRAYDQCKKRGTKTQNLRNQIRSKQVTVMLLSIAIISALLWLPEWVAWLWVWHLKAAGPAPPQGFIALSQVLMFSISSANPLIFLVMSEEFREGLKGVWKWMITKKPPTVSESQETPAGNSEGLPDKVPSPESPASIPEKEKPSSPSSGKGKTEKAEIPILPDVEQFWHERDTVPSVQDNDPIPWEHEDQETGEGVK
MITF primary: inhibitors of human MITF. O75030. AlphaScreen MITF homodimerization, bead proximity signal. inhibition, % at 2.6 µM. hit rate 0.91% among 650,000; in the data active = inhibition above about 50%;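 note: 0% = vehicle wells with protein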
Target sequence (O75030 whole entry, looked up): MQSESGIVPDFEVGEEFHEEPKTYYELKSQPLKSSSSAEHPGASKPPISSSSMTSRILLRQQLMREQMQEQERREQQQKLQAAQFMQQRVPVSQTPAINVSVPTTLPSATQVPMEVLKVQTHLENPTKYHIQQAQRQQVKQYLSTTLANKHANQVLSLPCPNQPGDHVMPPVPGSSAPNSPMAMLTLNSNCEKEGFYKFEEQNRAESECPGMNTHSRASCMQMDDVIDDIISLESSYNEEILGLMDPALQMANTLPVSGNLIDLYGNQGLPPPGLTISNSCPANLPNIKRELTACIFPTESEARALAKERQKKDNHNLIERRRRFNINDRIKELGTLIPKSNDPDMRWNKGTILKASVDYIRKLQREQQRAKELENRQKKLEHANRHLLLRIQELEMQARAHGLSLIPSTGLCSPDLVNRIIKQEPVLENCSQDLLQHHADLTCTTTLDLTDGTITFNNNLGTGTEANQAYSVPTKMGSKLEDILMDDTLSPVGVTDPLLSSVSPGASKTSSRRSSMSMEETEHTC
TEAD-YAP inh: TEAD-YAP interaction inhibition | HEK-TIYL cells, TEAD-Gal4/YAP UAS-luciferase luminescence | inhibition, % at 9.12 µM | hit rate 1.4% among 640,000 | AID 1259422; in the data active = inhibition above about 32%;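 note: 0% = median of test compound wells and 100% = reference inhibitor wells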
FBW7 act: activators of human E3 ligase FBW7; Q969H0; AID 1259310; AlphaScreen FBW7–phospho-cyclin E peptide binding, activator screen; hit rate 0.13% among 650,000; normalized activity (activation), % at 26.1 µM; in the data active = normalized activity above about 1.9%;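 note: purified mutant Fbw7 with reduced substrate affinity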
* hit, by the source's call.

SMILES	GPR151 activ	MITF primary	TEAD-YAP inh	FBW7 act
COc1cc(/C=C(/NC(=O)c2ccccc2Cl)C(=O)O)cc(OC)c1OC	-0.4	-11	1	-0.1
CCC1CCCCN1S(=O)(=O)c1ccc(NC(=O)COc2ccc(F)cc2)cc1 (stereo not given)	0.0	-7	-4	-0.2
CC(C)(C)/C(O)=C/c1nc2ccc([N+](=O)[O-])cc2oc1=O	-0.2	8	-8	-0.3
CCc1cccc(C)c1NC(=O)c1cc(S(=O)(=O)N2CCc3ccccc3C2)ccc1F	0.2	15	5	0.0
CCc1c(C)c2ccc(O)c(CN(C)C)c2oc1=O	3.2	6	7	-0.1
CCSCCOC(=O)C1=C(C)NC2=C(C(=O)CC(c3ccc(OC)cc3)C2)C1c1cc(Cl)c(O)c(OC)c1 (stereo not given)	0.4	9	9	0.2
CC(=O)N(Cc1cc2ccccc2[nH]c1=O)CC(C)C	-1.3	1	-2	-0.1
O=C1NC(=O)C(Nc2ccc(I)cc2)S1 (stereo not given)	-0.4	12	7	0.6

Looked up by structure from the list above (2):
SMILES	GPR151 activ	MITF primary	TEAD-YAP inh	FBW7 act
CCSCCOC(=O)C1=C(C)NC2=C(C(=O)CC(c3ccc(OC)cc3)C2)C1c1cc(Cl)c(O)c(OC)c1 (stereo not given)	0.4	9	9	0.2
CC(C)(C)/C(O)=C/c1nc2ccc([N+](=O)[O-])cc2oc1=O	-0.2	8	-8	-0.3

Going on with the list.
SMILES	GPR151 activ	MITF primary	TEAD-YAP inh	FBW7 act
CCc1ccccc1NC(=O)c1cc(S(=O)(=O)N(CC)c2ccccc2)ccc1F	1.5	8	4	0.3
COC(=O)c1ccc(NC(=O)CN2C(=O)CC(c3ccco3)Sc3ccccc32)cc1 (stereo not given)	0.8	11	15	0.2
COc1ccc(-c2cc(C(F)(F)F)n3nc(C(N)=O)c(Cl)c3n2)cc1	0.9	-2	3	0.0
COc1cccc(-c2nnc(SCC(=O)Nc3cccc(Cl)c3)n2C)c1	-0.7	17	3	0.1
Cc1ccccc1OCCCC(=O)Nc1ccc(S(=O)(=O)Nc2onc(C)c2C)cc1	1.8	4	-3	0.1
COc1ccc(OC)c(NC(=O)C(Sc2ccccc2)c2ccccc2)c1 (stereo not given)	-0.2	-1	0	-0.2
CCOC(=O)Nc1sc(C)c(C)c1C(=O)OC(C)C	0.7	-3	10	0.2
COCCNC(=O)CN(C(=O)CCC(=O)Nc1cc(C)on1)c1ccccc1C	-0.3	15	-1	0.2

Next part (five carried over from the part before).
SMILES	GPR151 activ	MITF primary	TEAD-YAP inh	FBW7 act
COc1cccc(-c2nnc(SCC(=O)Nc3cccc(Cl)c3)n2C)c1	-0.7	17	3	0.1
Cc1ccccc1OCCCC(=O)Nc1ccc(S(=O)(=O)Nc2onc(C)c2C)cc1	1.8	4	-3	0.1
COc1ccc(OC)c(NC(=O)C(Sc2ccccc2)c2ccccc2)c1 (stereo not given)	-0.2	-1	0	-0.2
CCOC(=O)Nc1sc(C)c(C)c1C(=O)OC(C)C	0.7	-3	10	0.2
COCCNC(=O)CN(C(=O)CCC(=O)Nc1cc(C)on1)c1ccccc1C	-0.3	15	-1	0.2
O=C(N/N=C/c1ccccc1Cl)C1(O)c2ccccc2-c2ccccc21	2.2	20	6	0.5
CCCCSc1nc2n(n1)C(c1cccs1)C1=C(CCCC1=O)N2 (stereo not given)	-0.2	-3	-5	0.1
Cc1ccc(NC(=O)c2cc(Cl)cc(Br)c2O)cc1Br	-2.3	1	-4	0.0
CC(=O)C(C)Sc1ncnc2c1c(-c1ccccc1)cn2-c1cccc(F)c1 (stereo not given)	2.6	22	-2	0.3
O=c1[nH]c2ccccc2nc1Cc1ccc(Cl)cc1Cl	0.2	-2	-1	-0.1
CCOc1ccccc1/C=C(\NC(=O)c1ccccc1)C(=O)N1CCCCCC1	0.2	-3	5	0.0
COc1ccc(NC(=S)Nc2cccc(OC)c2)cc1	0.8	-14	-7	-0.3
O=C1CN(C(=O)c2ccc(F)cc2)C(c2ccccc2)c2cc(Br)ccc2N1 (stereo not given)	-0.9	1	6	0.0

SMILES	GPR151 activ	MITF primary	TEAD-YAP inh	FBW7 act
CCOC(=O)/C=C/C(=O)Nc1ccc(S(=O)(=O)Nc2c(C)cc(C)cc2C)cc1	-0.4	-23	-7	-0.1
COc1ccc(O)c(-c2cc(-c3ccc(Cl)cc3)n[nH]2)c1	0.1	18	-58	0.0
Cc1nc(NC2CCCCC2)nc(NC2CCCCC2)c1[N+](=O)[O-]	0.8	3	9	0.0
CCc1[nH]n2c(=O)c(Cl)c(C)nc2c1-c1ccc(OC)cc1	-1.1	14	4	1.3
O=C(Cn1ncc2c(Cl)cccc21)NC1CCCCCC1	-2.5	11	-13	0.6
COC(CN(C)S(=O)(=O)c1cc2c3c(c1)CC(=O)N3CCC2)OC	-1.7	-1	2	-0.2
COCCN1C(=O)CC(CC(=O)N(C)CC(C)C)(c2ccccc2F)C1=O (stereo not given)	-1.0	7	-2	0.8
C=CCc1ccccc1OCCCNCCOC	3.4	59*	2	0.1

SMILES	GPR151 activ	MITF primary	TEAD-YAP inh	FBW7 act
CC(=O)c1cccc(NC(=S)NC2CCN(Cc3ccccc3)CC2)c1	-0.4	0	7	-0.2
CN(Cc1cscn1)Cc1nc(NCC2CCCO2)c2ccc(Cl)cc2n1 (stereo not given)	-1.6	32	-20	-0.2
COc1ccc(OC)c(/C(O)=C/C(=O)C(=O)Nc2cccc(Cl)c2)c1	-0.5	31	2	0.0
CCC(C(=O)NCCCN1CCOCC1)n1c2ccccc2c2nc(=O)cc(C)n21 (stereo not given)	-0.6	-9	-4	-0.1
Cc1ccc(NC(=O)/C=C/c2ccc3c(c2)OCO3)c(Br)c1	-0.3	2	-14	0.1
COC(=O)c1ccc(C(=O)OC)c(NC(=O)COC(=O)CC(C)(C)C)c1	-0.3	-2	0	0.0
CCOC(=O)N1CCN(C(=S)NC(=O)c2ccc(F)cc2)CC1	-0.5	14	9	0.1
COc1ccc(CNC(=O)c2ccc3c(=O)n(-c4ccc(OC)cc4)c(=S)[nH]c3c2)cc1	2.1	-6	-4	0.2

SMILES	GPR151 activ	MITF primary	TEAD-YAP inh	FBW7 act
COc1ccc(NC(=O)CC(NC(N)=O)c2cccc(Oc3ccccc3)c2)cc1Cl (stereo not given)	2.0	3	0	-0.2
COc1ccc(C(=O)Nc2cc(Cl)ccc2OC)cc1	-1.0	-5	-11	0.0
COc1ccccc1-c1nnc(NC(=O)CSc2ccc(Cl)cc2)o1	0.5	-10	-3	-0.1
CCN(CC)c1ncnc2sc(C(=O)Nc3cccc(C(F)(F)F)c3)c(C)c12	1.5	-9	-7	-0.1
O=c1cc(-c2ccc(Br)cc2)[nH][nH]1	0.1	5	1	-0.3
Cc1cccc2c1cnn2C(=O)CCC(=O)N1CCCCCC1	1.6	8	-4	-0.2
c1ccc(-c2cnn3c(NCCCN4CCOCC4)ccnc23)cc1	0.1	9	-34	0.1
O=C(c1c(F)cccc1F)N(c1cccc(Cl)c1)C1C=CS(=O)(=O)C1 (stereo not given)	0.6	2	-6	-0.1

Structure,GPR151 activ,MITF primary,TEAD-YAP inh,FBW7 act
Fc1ccc(CSc2nnc3c(n2)[nH]c2ccccc23)c(Cl)c1,0.3,-2,8,-0.1
O=C(Nc1cccc(Cl)c1)C(=O)N1CCCCC1,-3.7,-5,-66,0.1
O=C(O)c1cc(NN=Nc2ccc(Br)cc2)cc([N+](=O)[O-])c1,0.6,-328,12,0.2
COc1ccc(C2=CC(c3cccc(Br)c3)n3nnnc3N2)cc1 (stereo not given),2.0,4,0,0.6
Cc1cc(C)n(C(=O)c2c(-c3ccccc3)noc2C)n1,1.2,16,2,0.1
c1ccc(Oc2ccc(Nc3ncnc4nc(Nc5ncccn5)[nH]c34)cc2)cc1,0.4,7,5,0.0
Cc1cc(C)n(Cc2cccc(C(=O)O)c2)n1,3.2,11,-9,0.0
O=C(/C=C1\NCCN\C1=C/C(=O)c1ccccc1)c1ccccc1,0.6,-1,-10,0.0
CCOC(=O)Nc1c([N+](=O)[O-])cc(Cl)cc1[N+](=O)[O-],2.2,8,4,0.1
O=C(CSCC(=O)Nc1ccccc1F)Nc1ccc([N+](=O)[O-])cc1,0.7,8,18,-0.1
O=C(Nc1cccc(Cl)c1)c1cncc(Br)c1,0.4,0,2,0.0
COCCn1c(SCc2cccnc2)nc2cc(C(=O)OC)ccc2c1=O,-2.2,2,15,-0.1
Clc1ccc(-c2cn3cc(Cl)ccc3n2)cc1,-2.3,-7,-24,0.0
COc1ccc(CC(=O)NNC(=O)c2ccc(SCc3cc(F)ccc3F)c([N+](=O)[O-])c2)cc1,-1.1,-7,-3,-0.1
O=C(c1ccc(Cl)cc1)N1N=C(c2ccc(Br)cc2)CC1c1nc2ccccc2[nH]1 (stereo not given),-0.6,15,-23,-0.1
Cc1ccc(OCC(=O)N/N=C/C(Br)=C/c2ccccc2)c([N+](=O)[O-])c1,1.3,12,3,-0.1
CC(=O)c1cccc(NC(=O)Cc2cccs2)c1,3.1,-12,-8,-0.1
CCOC(=O)c1ccccc1NC(=O)c1sc(NC(=O)COc2ccc(Cl)cc2C)c(C(=O)OCC)c1C,-0.3,-2,-4,-0.1
CC(=O)Nc1ccc(S(=O)(=O)NC(=O)C23CC4CC(CC(C4)C2)C3)cc1,2.3,2,-1,-0.1
O=C1N=C(N2CCOCC2)S/C1=C\c1ccccc1Cl,-1.2,-9,-3,0.0

Structure,GPR151 activ,MITF primary,TEAD-YAP inh,FBW7 act
COc1ccc(C(=O)COC(=O)CCC(=O)Nc2ccc(Oc3ccccc3C)cc2)cc1,-0.4,-3,0,0.1
CCOC(=O)N1CCN(Cc2cccc(Cl)c2Cl)CC1,0.7,42,-2,-0.2
CCN1CCN(C(=O)c2ccc(N3CCC(NCc4ccon4)CC3)cc2)CC1,-0.7,17,0,-0.1
O=C(CC1C(=O)NCCN1Cc1cccs1)NCCN1CCCc2ccccc21 (stereo not given),-0.4,11,-3,-0.2
COc1ccc(CNC(=O)CN2C(=O)CCc3ccccc32)cc1,-0.5,14,-2,0.3
CC(=O)N(C)CC(=O)N1CCN(c2cc(C)nc(Nc3ccc(C)cc3)n2)CC1,0.8,-2,3,-0.1
CCOC(=O)NC(c1ccc(OC)cc1)C(C(=O)OCC)C(=O)OCC (stereo not given),-0.5,-4,1,0.1
CCn1c(SCC(=O)Nc2c(C)cccc2C)nnc1-c1cccnc1,-0.4,18,8,0.1
Cc1ccc2c(c1)cc(CN1CCC(N3CCC(O)CC3)CC1)c(=O)n2C,4.0,-7,-13,0.1
COc1ccc(-c2cc(NCc3nc4ccccc4[nH]3)ncn2)cc1,0.5,15,-16,0.0
CN(C)c1ccc(Cc2ccc(N(C)C)cc2)cc1,-0.5,18,8,-0.1
N#CC1(C#N)C2CCCCC23OC(=N)C1(C#N)C(c1ccc(F)cc1)O3 (stereo not given),-0.7,4,1,-0.2
COc1ccc2c(c1)COC1(CCN(C(=O)CCC(=O)O)CC1)O2,-0.3,-10,1,-0.2
CSc1nc2ccccc2c(=O)n1Cc1ccco1,-1.1,-4,0,-0.2
O=c1cc(CO)oc(C(Nc2ccccn2)c2ccc(Cl)cc2)c1O (stereo not given),1.0,4,-1,-0.2
CC(=O)c1ccc(N2C(=O)c3ccc(F)cc3C2=O)cc1,-0.7,2,-6,0.1
COCCN(CC(=O)NCC1CCCO1)C(=O)CCC(=O)Nc1cc(C)ccn1 (stereo not given),-0.7,1,6,0.2
CN1CCN(C(=O)c2ccc(-c3cnc4[nH]c(=O)n(C5CCCCC5)c4n3)cc2)CC1,1.2,-6,-7,-0.4
O=C1OC(c2cccc(F)c2)=N/C1=C\c1cc2c(cc1Cl)OCO2,1.1,21,-5,0.0
CC(=O)c1ccc2ccccc2c1OC(=O)c1cccs1,0.1,-12,-22,0.2

Structure,GPR151 activ,MITF primary,TEAD-YAP inh,FBW7 act
O=C(CC(=O)Nc1cccc(C(F)(F)F)c1)N/N=C/c1cccc(Br)c1,0.7,3,18,0.1
Cc1ccc(N2C(N)=C(C(N)=O)C(c3ccc(Cl)cc3)C3=C2CC(C)(C)CC3)cc1 (stereo not given),0.3,7,13,0.0
Cc1ccc(S(=O)(=O)N2CCC(C(=O)Nc3ccc(C(N)=O)cc3)CC2)cc1C,2.0,-2,-6,0.0
Cc1cccc(NC(=O)c2ccc(F)c(S(=O)(=O)N3CCC(C)CC3)c2)c1,0.5,-1,-12,0.2
O=C(c1ccco1)C(C(c1cccc(Cl)c1)N1CCOCC1)N1CCOCC1 (stereo not given),-1.1,-1,6,0.6
COc1ccccc1CC(=O)Nc1cccc(NC(C)=O)c1,-0.3,17,7,0.0
O=C(c1ccc(-n2nnc3ccccc3c2=O)cc1)N1CCC(Cc2ccccc2)CC1,-0.6,2,5,-0.1
CCOc1ccc(-c2cc(C(=O)N3CCN(c4ccc(OC)cc4)CC3)no2)cc1,-0.1,26,-5,0.6
COc1cc(NC(=O)Cc2c(F)cccc2Cl)c2ncccc2c1,0.7,-4,5,0.3
COc1cc(C2C(C(=O)OCCc3ccccc3)=C(C)NC3=C2C(=O)CC(c2ccccc2)C3)cc(OC)c1OC (stereo not given),3.9,-13,-1,0.2
COc1ccc2sc(Nc3nnc(-c4ccc5c(c4)OCCO5)o3)nc2c1,0.2,11,-6,0.6
COc1ccc(C(=O)Sc2nnnn2-c2ccccc2)cc1,0.0,12,0,0.1
Cc1nc2c(c(C)c1CCC(=O)NC(C)CCc1ccco1)c(=O)n(C)c(=O)n2C (stereo not given),0.0,-9,3,-0.3
